# Screening results: PubChem BioAssay, several laboratories
# NOD1 NF-kB reporter – inhibition of NOD1-driven NF-kB reporter – cell-based, luminescence, uHTS, primary screen (AID 1578); inhibition, % at 4 µM; hits with a dose series show EC50 in µM; NOD1-driven NF-kB luciferase reporter cells, luminescence; higher % means a stronger effect; hit rate 1% among 290,000; in the data active = inhibition mostly above about 36%, no sharp cut-off; inactive = mostly below about 34%;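 also: HEK-293T reporter cells stimulated with the NOD1 agonist gamma-tri-DAP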
# SIAH1 antagonists – Siah-1 peptide-binding antagonists, primary screen, biochemical, fluorescence polarization, rhodamine-plectin, uHTS (AID 1817); Siah-1 / rhodamine-plectin peptide fluorescence polarization; higher % means a stronger effect; displacement, % at 20 µM, or IC50 in µM where a hit was titrated; hit rate 0.02% among 290,000;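 active = displacement of at least 50% at 20 µM, with a fluorescence ratio check between 0.3 and a set limit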;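 also: plate controls were Siah plus tracer with DMSO for no effect and tracer alone without Siah for full effect; strong numbers were not always called active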
# LYP phosphatase – inhibitors of LYP phosphatase, biochemical, fluorescence intensity, uHTS (AID 1779) | hit rate 0.054% among 290,000 | inhibition, % at 11.5 µM; hits with a dose series show IC50 in µM | recombinant LYP phosphatase, fluorescence intensity; higher % means a stronger effect;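 also: plate controls were vehicle with enzyme for no effect and no enzyme for full effect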
# HEK293 NOD2/NF-kB – NOD2 signaling inhibitors, cell-based, luminescence, uHTS, HEK293 (AID 1566); HEK293 NOD2/NF-kB luciferase reporter, luminescence; higher % means a stronger effect; one-dose inhibition, % at 4 µM; EC50 in µM for titrated hits; hit rate 0.63% among 290,000; also: many of its hits are not listed in these tables
# KOR beta-arrestin-1 – KOR agonists, beta-arrestin recruitment, primary screen, cell-based, luminescence, uHTS (AID 1777); KOR beta-arrestin recruitment, luminescence; higher % means a stronger effect; one-dose activation, % at 10 µM; EC50 in µM for titrated hits; hit rate 0.02% among 280,000; in the data active = activation above about 50%, passing the limit was not always enough; also: a part of the inactive calls stands beside numbers as strong as those of hits
# Salmonella PhoP GFP – inhibitors of PhoP regulon expression, primary screen, Salmonella Typhimurium, GFP reporter (AID 1863); S. Typhimurium PhoP-regulated promoter GFP reporter, 4 h; higher % means a stronger effect; inhibition, % at 50 µM; hits with a dose series show IC50 in µM; hit rate 0.16% among 300,000;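 active = inhibition over 29.93%, a cutoff 3 SD above the screen mean, later confirmed by dose response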;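 also: 0% = low Mg2+ inducing control and 100% = high Mg2+ repressing control; strong numbers were not always called active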
# Myeloid diff 2 – compounds promoting myeloid differentiation; ER-HoxA9 myeloid progenitors, lysozyme-GFP differentiation, flow cytometry; calls only at 10 µM; hit rate 1% among 360,000;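 active = normalized GFP-positive differentiation at or above the plate's own cutoff, the solvent-only control mean plus 3 SD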;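 also: cells exposed to compound for four days before flow analysis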
# KOR beta-arrestin-2 – kappa opioid receptor blockers – cell-based, luminescence, uHTS (AID 1778); KOR beta-arrestin recruitment, luminescence, antagonist mode; higher % means a stronger effect; inhibition, % at 10 µM, or IC50 in µM where a hit was titrated; hit rate 0.091% among 290,000; also: strong numbers were not always called active
# HIV peptide binding – inhibitors of HIV fusion peptide binding, primary screen, biochemical, uHTS, fluorescence dequenching (AID 1986). hit rate 0.3% among 290,000. one-dose inhibition, % at 20 µM; IC50 in µM for titrated hits. cell-free peptide binding, fluorescence dequenching, 30 min; higher % means a stronger effect; in the data active = inhibition mostly above about 52%, no sharp cut-off; inactive = mostly below about 76%; also: some results filed as inactive read as strong as hits
# Myeloid diff 2 GFP+ MAC1+ % – further read-out of Myeloid diff 2, marked with its call; GFP+ MAC1+ double positive, %; measured here: differentiation confirmed by MAC1 staining
# Starred values were filed as active, the others as inactive; i = inactive; . = not tested or not shown; + = active, no number; [ ] = dose if it differs, or a comment. Rule as the data show it, unless noted: active = inhibition above about 50%; inactive = the rest. These rows are one share of the data (hit frequency here may not be typical).
entry	Structure	NOD1 NF-kB reporter	SIAH1 antagonists	LYP phosphatase	HEK293 NOD2/NF-kB	KOR beta-arrestin-1
1	O=C1/C(=C\c2ccsc2)NC(=S)N1c1ccccc1	-10%	-2%	3%	-9%	-5.0%
2	Cc1ccc(N2C(=O)[C@@H]3[C@H](C2=O)C2CCCN2[C@@H]3C(=O)c2ccccc2)cc1 (stereo partly drawn)	-11%	1%	0%	-1%	6.8%
3	COC(=O)/C=C1/SC(=Nc2ccc(C)cc2C)NC1=O	2%	2%	-3%	10%	-0.1%
4	CCC(=O)Nc1ccc(-c2csc(NNC(C)=O)n2)cc1	-16%	-7%	-1%	8%	2.9%
5	CCOc1ccc2c(c1)C(C)=CC(C)(C)N2C(=O)Nc1ccccc1F	-14%	1%	1%	16%	3.2%
6	CC1C/C(=N/NC(=O)c2ccc(CSc3nc4ccccc4[nH]3)cc2)CC(C)(C)C1 (stereo not drawn)	-10%	-2%	-7%	-6%	0.8%
7	CC(C)(C)c1ccc(/C=C/C(=O)NCCCN2CCOCC2)cc1	-18%	-2%	-5%	3%	-0.5%
8	COc1cccc(N2CCN(Cc3nc(N)nc(Nc4ccccc4)n3)CC2)c1	.	0%	2%	2%	1.1%
9	CCC(Oc1ccccc1)C(=O)Nc1nnc(C(F)(F)F)s1 (stereo not drawn)	23%	5%	0%	34%	1.5%
10	O=C(COc1ncnc2ccccc12)c1ccc(Cl)cc1	-52%	0%	-3%	1%	-3.5%
11	O=C(NCc1cccc(F)c1)c1ccc2nc(N3CCOCC3)sc2c1	-12%	-4%	-13%	-9%	-6.1%
12	O=C(Nc1ccc(F)cc1)C1CC(=O)n2ncnc2N1 (stereo not drawn)	-13%	4%	-5%	18%	-0.7%
13	COC(=O)[C@H](Cc1ccccc1)NC(=O)NC(C)CCc1ccccc1 (stereo partly drawn)	-9%	1%	-7%	7%	-3.1%
14	CN(CC(=O)N1CCN(c2ccc(F)cc2)CC1)S(=O)(=O)c1ccc(F)cc1	-19%	-5%	-2%	14%	-0.7%
15	Cc1cc(C)c2[nH]c(=O)c(CN(Cc3cccs3)C(=S)NCc3ccco3)cc2c1	-20%	22%	2%	-21%	3.8%

entry	Salmonella PhoP GFP	Myeloid diff 2	Myeloid diff 2 GFP+ MAC1+ %	KOR beta-arrestin-2	HIV peptide binding
1	-2%	i	0.3	-8%	-1.3%
2	-43%	i	1.3	-33%	15%
3	2%	i	0.4	5%	-2.3%
4	1%	i	0.2	30%	-1.7%
5	-21%	i	0.5	12%	0.4%
6	3%	i	1.4	-35%	-2.2%
7	-7%	i	0.4	-4%	1.3%
8	0%	i	0.7	-10%	0.8%
9	-11%	i	1.5	-12%	3.0%
10	1%	.	.	-5%	-1.6%
11	.	i	1.6	-5%[20 µM]	0.0%
12	4%	i	0.7	-16%	0.7%
13	8%	i	0.7	34%	-0.6%
14	1%	i	1.2	-48%	-1.9%
15	-11%	i	0.4	5%	9.2%

# Next structures follow:
entry	Structure	NOD1 NF-kB reporter	SIAH1 antagonists	LYP phosphatase	HEK293 NOD2/NF-kB	KOR beta-arrestin-1
16	CCC(CO)Nc1ncnc2c1cnn2-c1ccc(Cl)cc1 (stereo not drawn)	-69%	-2%	-1%	-126%	9.5%
17	COC(CNC(=O)c1cc(Sc2nnc(C)s2)nc2ccccc12)OC	-19%	2%	-6%	17%	0.1%
18	C=CCn1c(C(CCCC)CC(O)COCC(C)C)n[nH]c1=S (stereo not drawn)	-35%	22%	-6%	-3%	-6.8%
19	Cc1ccccc1C(=O)Nc1nnc(CC(=O)N/N=C/c2ccco2)s1	-4%	2%	-4%	7%	-3.9%
20	CCOC(=O)Cn1nc(C)n(-c2ccc(C(C)C)cc2)c1=O	-6%	-1%	-10%	12%	0.7%
21	O=C(Nc1cccnc1)c1cccc(F)c1	-36%	18%	-4%	-7%	-3.7%
22	O=C(CCCn1c(=O)[nH]c2cc(Cl)ccc2c1=O)NCCCN1CCCC1	-17%	1%	-8%	4%	-3.0%
23	COc1ccc(-c2csc3ncn(Cc4ccccc4)c(=O)c23)cc1	-2%	-4%	-10%	-44%	7.5%
24	COc1ccc(OC)c(/C=C/C(=O)N2C(=O)c3cccc(N)c3C2=O)c1	89%*	6%	-2%	39%	7.2%
25	Cc1cccc(C(C)(C)C)c1OCCn1ccnc1	-7%	6%	-3%	7%	-2.1%
26	Cc1ccc(C(=O)Nc2ccc(OCc3ccccc3)cc2)s1	-68%	0%	-3%	6%	2.9%
27	CC(C)Nc1nc(SCC(N)=O)nc(N2CCOCC2)n1	-6%	1%	-11%	4%	-1.7%
28	O=C(CN1CCN(Cc2ccc(F)cc2Cl)C1=O)NCCCN1CCOCC1	-26%	5%	0%	2%	-2.4%
29	COc1ccc(-c2csc(-n3ncc(-c4cccs4)c3N)n2)cc1	.	-5%	-7%	13%	-4.4%
30	COc1ccc(CCN2C(=O)CSC2=S)cc1OC	12%	-2%	-6%	16%	2.5%

entry	Salmonella PhoP GFP	Myeloid diff 2	Myeloid diff 2 GFP+ MAC1+ %	KOR beta-arrestin-2	HIV peptide binding
16	6%	i	4.1	-7%	-0.2%
17	2%	i	0.4	-3%	0.0%
18	8%	i	0.4	-24%[20 µM]	0.8%
19	-2%	i	0.5	45%	1.1%
20	6%	i	1.7	8%	1.7%
21	-6%	i	0.0	-24%	0.4%
22	10%	i	1.0	20%	1.0%
23	11%	i	0.7	-4%	-0.1%
24	5%	i	0.2	-25%	3.7%
25	5%	i	0.0	20%	-1.4%
26	10%	i	3.5	-79%	-2.2%
27	4%	i	5.5	8%	-2.4%
28	2%	i	1.7	6%	-0.3%
29	-3%	i	0.9	-84%	-2.6%
30	4%	i	1.1	34%	-1.2%

# Six entries drawn at random from those above, as already listed:
entry	Structure	NOD1 NF-kB reporter	SIAH1 antagonists	LYP phosphatase	HEK293 NOD2/NF-kB	KOR beta-arrestin-1
24	COc1ccc(OC)c(/C=C/C(=O)N2C(=O)c3cccc(N)c3C2=O)c1	89%*	6%	-2%	39%	7.2%
23	COc1ccc(-c2csc3ncn(Cc4ccccc4)c(=O)c23)cc1	-2%	-4%	-10%	-44%	7.5%
21	O=C(Nc1cccnc1)c1cccc(F)c1	-36%	18%	-4%	-7%	-3.7%
17	COC(CNC(=O)c1cc(Sc2nnc(C)s2)nc2ccccc12)OC	-19%	2%	-6%	17%	0.1%
29	COc1ccc(-c2csc(-n3ncc(-c4cccs4)c3N)n2)cc1	.	-5%	-7%	13%	-4.4%
25	Cc1cccc(C(C)(C)C)c1OCCn1ccnc1	-7%	6%	-3%	7%	-2.1%

entry	Salmonella PhoP GFP	Myeloid diff 2	Myeloid diff 2 GFP+ MAC1+ %	KOR beta-arrestin-2	HIV peptide binding
24	5%	i	0.2	-25%	3.7%
23	11%	i	0.7	-4%	-0.1%
21	-6%	i	0.0	-24%	0.4%
17	2%	i	0.4	-3%	0.0%
29	-3%	i	0.9	-84%	-2.6%
25	5%	i	0.0	20%	-1.4%

# (cont.)
entry	Structure	NOD1 NF-kB reporter	SIAH1 antagonists	LYP phosphatase	HEK293 NOD2/NF-kB	KOR beta-arrestin-1
31	CCCCN1C(=O)Cc2c1nc(N)c1c(N)nc(N(CCC)CCC)c(C#N)c21	-2%	5%	-3%	6%	0.7%
32	COc1ccccc1CNC(=O)CSc1nnc2ccc(-c3cccnc3)nn12	-37%	3%	-8%	4%	-3.1%
33	Nc1nonc1C(=O)N/N=C/c1cc2c(cc1[N+](=O)[O-])OCO2	-26%	-3%	-10%	4%	-2.2%
34	COc1cc(/C=C2/C(=O)NN(c3ccc(F)cc3)C2=O)cc([N+](=O)[O-])c1O	-2%	18%	-2%	20%	-1.8%
35	CCOC(=O)C1=C(C)NC(=O)NC1c1ccco1 (stereo not drawn)	5%	-14%	-10%	10%	3.2%
36	COc1cc(NC(=O)CSc2ccc(-c3ccccn3)nn2)cc(OC)c1	-1%	-6%	-8%	-61%	3.0%
37	CN1CCN(CC(=O)Nc2ccc(Cl)cc2Cl)CC1	-32%	-7%	-8%	15%	-4.5%
38	O=S(=O)(NCCc1csc(-c2cccnc2)n1)c1cccc(F)c1	-33%	10%	-11%	-5%	-0.5%
39	COc1ccc2c(CCNC(=O)Nc3ccccc3)c[nH]c2c1	-22%	-5%	-10%	14%	0.0%
40	COc1ccc(OC)c([C@@H]2OCCC=C[C@H]2C)c1	-39%	0%	-6%	4%	-1.8%
41	C/C(=N\Nc1ccc(Cl)cc1)c1ccncc1	-9%	5%	-4%	-51%	-2.3%
42	CCn1c(-c2ccc(C)cc2)nn(CC(=O)NCCc2ccccc2)c1=S	32%	5%	-8%	44%	5.0%
43	COc1ccc(/C=C2\SC(=S)N(CCC(=O)Nc3ccc(C(=O)O)cc3)C2=O)cc1	-26%	-1%	4%	-13%	-0.2%
44	O=C(O)c1cc(-c2cccc(Cl)c2)nc2nc(N3CCCCC3)sc12	7%	-5%	-3%	20%	6.2%
45	COc1cc(C(=O)NC2=NCCS2)ccc1OCc1c(C)noc1C	-26%	4%	-4%	-2%	12%

entry	Salmonella PhoP GFP	Myeloid diff 2	Myeloid diff 2 GFP+ MAC1+ %	KOR beta-arrestin-2	HIV peptide binding
31	-1%	+	.	6%	0.9%
32	3%	i	0.4	-6%	-0.3%
33	1%	i	2.7	12%	12%
34	5%	i	0.5	31%	20%
35	-1%	i	0.6	-19%	2.7%
36	3%	i	1.2	-8%	-1.3%
37	3%	i	5.6	13%	-1.1%
38	9%	i	2.3	12%	0.9%
39	-6%	i	0.4	-7%	0.8%
40	3%	i	0.8	-11%	-0.6%
41	16%	i	0.3	9%	-3.1%
42	3%	i	1.1	2%	-0.5%
43	2%	i	0.8	-59%[20 µM]	48%
44	-7%	i	0.4	32%	18%
45	3%	i	0.7	16%	0.9%

# Additional results follow:
entry	Structure	NOD1 NF-kB reporter	SIAH1 antagonists	LYP phosphatase	HEK293 NOD2/NF-kB	KOR beta-arrestin-1
46	CC(=O)c1ccc(NC(=O)CSc2nnc(NC(=O)CN3CCOCC3)s2)cc1	-21%	-2%	0%	-5%	-1.0%
47	O=C(O)c1cnc(-c2ccccc2)nc1Sc1cccc(Cl)c1	44%	7%	-2%	-5%	1.2%
48	COC(=O)c1sccc1NC(=S)N1CCN(c2cc(C)ccc2C)CC1	-15%	2%	4%	6%	1.6%
49	COC(=O)c1ccc(/C=N/NC(=S)NCCN2CCOCC2)cc1	-34%	3%	3%	-7%	-5.3%
50	CCC(C)(C)NC(=O)CN(C(=O)c1snc(C(N)=O)c1N)c1ccc2nc(C)sc2c1	-12%	0%	-4%	8%	.
51	CCc1nnc(NC(=O)C(C)Sc2ccccc2)s1 (stereo not drawn)	-2%	1%	-6%	10%	-6.0%
52	Cc1cccc(OCc2nnc(SCC(=O)NCC3CCCO3)n2C)c1 (stereo not drawn)	-15%	0%	-8%	14%	-5.0%

entry	Salmonella PhoP GFP	Myeloid diff 2	Myeloid diff 2 GFP+ MAC1+ %	KOR beta-arrestin-2	HIV peptide binding
46	-2%	i	0.6	-5%	-1.8%
47	-12%	i	0.7	-15%	52%
48	2%	i	1.5	-1%	0.0%
49	-10%	i	0.9	3%	0.3%
50	12%	i	0.6	-31%[20 µM]	0.7%
51	-7%	i	2.2	-9%	2.8%
52	1%	i	1.4	-21%	-1.2%
